12-LOX inh: blocks human arachidonate 12S-lipoxygenase; purified 12hLO, xylenol orange hydroperoxide absorbance; 1.1% of 580,000 active; Potency, µM (titrated, usually from 108 µM), without a hit: at the top dose activity change, negative = inhibition, usual class: inhibitors; active = well fitted inhibition curve with a large enough effect; inconclusive = small, poorly fitted or top-dose-only effect, or another doubt; inactive = no such curve, though single readings can be large or run the other way
Target sequence (P18054 whole entry, looked up): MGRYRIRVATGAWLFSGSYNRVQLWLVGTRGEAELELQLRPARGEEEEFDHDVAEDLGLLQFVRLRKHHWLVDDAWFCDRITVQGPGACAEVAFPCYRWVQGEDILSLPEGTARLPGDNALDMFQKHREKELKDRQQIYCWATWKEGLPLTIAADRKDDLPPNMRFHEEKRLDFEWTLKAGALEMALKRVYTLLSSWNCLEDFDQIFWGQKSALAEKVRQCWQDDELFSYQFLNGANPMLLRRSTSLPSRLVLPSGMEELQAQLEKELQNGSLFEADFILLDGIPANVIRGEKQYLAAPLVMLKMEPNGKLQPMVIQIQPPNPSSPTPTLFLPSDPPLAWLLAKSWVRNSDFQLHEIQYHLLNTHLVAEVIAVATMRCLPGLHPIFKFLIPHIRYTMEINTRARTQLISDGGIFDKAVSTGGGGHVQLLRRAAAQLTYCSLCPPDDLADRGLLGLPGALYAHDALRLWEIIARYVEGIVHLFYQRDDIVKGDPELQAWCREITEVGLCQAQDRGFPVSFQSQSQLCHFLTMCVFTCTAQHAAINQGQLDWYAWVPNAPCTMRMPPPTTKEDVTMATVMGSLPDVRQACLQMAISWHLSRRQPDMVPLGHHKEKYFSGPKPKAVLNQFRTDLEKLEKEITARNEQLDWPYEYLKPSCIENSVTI
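Purified human 12hLO at 150 nM in 25 mM Hepes, 0.01% Triton X-100, pH 7.0, preincubated 15 min at room temperature with compound. Reaction started with 40 uM arachidonic acid, 30 min at room temperature. Hydroperoxide measured by Fe-xylenol orange, 573/405 nm absorbance ratio.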
The depositor's hits bear a star; [ ] = remark or other dose. % is scaled to controls: 0 for no effect and ±100 for the full control effect; potency is read from the fitted curve at half-maximal effect. Only part of the results is shown; rates above refer to the full screens.

For CC1(C(=O)Nc2cccc3c2CCCC3)CCN1C(=O)CCc1ccc(Cl)cc1Cl (stereo not given) the results were 12-LOX inh inconclusive.
`CSc1ccc(C(C)=O)cc1` gave 12-LOX inh 25%.
COc1cc(CN2CCC3(CCC(CNC(=O)c4ccco4)O3)CC2)ccc1O (stereo not given) was read as 12-LOX inh inconclusive.
Cc1cc(C)cc(NC(=O)CCCc2nc3ccccc3o2)c1 was read as 12-LOX inh inconclusive.
Screening CC(=O)Nc1ccc(C(=O)N2CCC3(CC2)N=C(c2cccc(Br)c2)NO3)cc1 returned 12-LOX inh 25%.
Cc1ccc(CNC(=O)N2CCC(N3C(=O)C4(CCCCC4)C3c3ccncc3)CC2)cc1 (stereo not given) was read as 12-LOX inh 36%.
COc1cccc(-c2cc(NC=O)c3ncc(-c4cccc(C(=O)N(C)C)c4)n3c2)c1 was read as 12-LOX inh -8%.
CC(C)CN1CCN(C(=O)c2ccc3c(c2)C(O)CCCCCN3C)CC1 (stereo not given) was read as 12-LOX inh 39%[activator].
Screening CC(C)(Cc1ccc(F)cc1)NC(=O)C1CCC(=O)N(Cc2ccccn2)C1 (stereo not given) returned 12-LOX inh -8%.
`CCC(C)(C)C1CCc2c(sc(NC(=O)CCl)c2C#N)C1` (stereo not given) gave 12-LOX inh inconclusive.
For CCc1nc2c(OCc3ccccc3)cccn2c1N(C)C(=O)COc1ccccc1 the results were 12-LOX inh -3%.
For Cc1[nH]c2ccccc2c1C1N=C(N)Nc2nc3ccccc3n21 (stereo not given) the results were 12-LOX inh -1%.
`C(=C1CC(=Cn2c3ccccc3c3ccccc32)C1)n1c2ccccc2c2ccccc21` gave 12-LOX inh inconclusive.
CCCN(CC1CCOC1)C(=O)Nc1ccc(C)cc1 (stereo not given) was read as 12-LOX inh 33%[activator].
`COc1ccc(-n2nc3n(c2=O)CCN(Cc2ccc(NC(C)=O)cc2)C3)cc1` gave 12-LOX inh 12%[6.33 µM].
CN(CCc1ccccn1)[C@H]1[C@@H]2OC[C@@H](O2)[C@@H](NCc2ccccn2)[C@@H]1O was read as 12-LOX inh 101%[activator][176 µM].
`Cc1nccn1CCN(C)C(C(=O)O)c1ccc(C(C)(C)C)cc1` (stereo not given) gave 12-LOX inh 17%.
CC(C)CCCNC(=O)c1cn(C)c2ccccc12 was read as 12-LOX inh 14%.
Screening COc1cc(OC)c(NC(=O)Cn2c(C)cc3nc4n(c(=O)c32)CCCCC4)cc1Cl returned 12-LOX inh -8%.
For COc1ccccc1Nc1nc(N)nc(CN2CCN(c3cnccn3)CC2)n1 the results were 12-LOX inh 30%.

Retrieved by compound from the list above:
`CCC(C)(C)C1CCc2c(sc(NC(=O)CCl)c2C#N)C1` (stereo not given) gave 12-LOX inh inconclusive.
COc1cc(CN2CCC3(CCC(CNC(=O)c4ccco4)O3)CC2)ccc1O (stereo not given) was read as 12-LOX inh inconclusive.
CN(CCc1ccccn1)[C@H]1[C@@H]2OC[C@@H](O2)[C@@H](NCc2ccccn2)[C@@H]1O was read as 12-LOX inh 101%[activator][176 µM].
For COc1ccccc1Nc1nc(N)nc(CN2CCN(c3cnccn3)CC2)n1 the results were 12-LOX inh 30%.
`COc1ccc(-n2nc3n(c2=O)CCN(Cc2ccc(NC(C)=O)cc2)C3)cc1` gave 12-LOX inh 12%[6.33 µM].
Screening CC(C)(Cc1ccc(F)cc1)NC(=O)C1CCC(=O)N(Cc2ccccn2)C1 (stereo not given) returned 12-LOX inh -8%.
Cc1ccc(CNC(=O)N2CCC(N3C(=O)C4(CCCCC4)C3c3ccncc3)CC2)cc1 (stereo not given) was read as 12-LOX inh 36%.

New compounds follow
`O=C(O)C1CCN(C(=O)Cn2ccc3ccc(Br)cc32)CC1` gave 12-LOX inh 3%.
C[C@H]1CNC(=O)c2c(C(=O)Nc3cccc(Cl)c3)ncn21 was read as 12-LOX inh 22%.
Screening CC(O)(C#CCN1CCCCC1)C1CC2C=CC1C2 (stereo not given) returned 12-LOX inh inconclusive.
CCc1ccc(NC(=O)Cn2c(N3CCOCC3)nc(COC)cc2=O)cc1 was read as 12-LOX inh 2%.
`Cc1cc(C(=O)N(C)CC2(C)CCOCC2)nn1C` gave 12-LOX inh 49%[activator].
O=C1NCCOCCCN(S(=O)(=O)c2ccc3c(c2)CCC3)[C@H]2CCC[C@@H]12 was read as 12-LOX inh 36%[activator].
For O=C1CC(O)=C(Br)O1 the results were 12-LOX inh inconclusive.
Screening CC(C)Cn1cc(/C=C2\SC(=O)N(C(C)C)C2=O)c2ccccc21 returned 12-LOX inh 6%.
Screening COCC(=O)NC[C@H]1CCN(Cc2ccccn2)C[C@H]1N(C)C returned 12-LOX inh 121%[activator].
Screening O=C(c1ccccc1)N1CCc2nc(C3CC3)nc(-c3ccc(Cl)cc3)c2C1 returned 12-LOX inh inconclusive.
`O=C(CSc1nnc(COc2ccc(Cl)cc2)o1)Nc1nccs1` gave 12-LOX inh 0%.
Screening CN1Cc2cccn2CC1CNC(=O)c1nn(C)c2ccccc12 (stereo not given) returned 12-LOX inh 193%[activator].
`Nc1ncnc2c1ncn2[C@@H]1O[C@H](C(=O)N[C@H](CO)Cc2ccc(O)cc2)[C@@H](O)[C@H]1O` gave 12-LOX inh 13%.
Screening O=C(Nc1sc2c(c1C(=O)O)CCCC2)c1cccnc1 returned 12-LOX inh 6%.
`Cn1c(CNCC2(COc3cccnc3)C[C@@H](O)[C@@H](O)C2)nc2ccccc21` (stereo not given in full) gave 12-LOX inh inconclusive.
`CCCSc1nnc2n(C)c(=O)c3c(n12)-c1ccccc1CC31CCCCC1` gave 12-LOX inh 13%.
Screening CNC(=O)N1CCC(C2CCN(C(=O)c3c(F)cccc3Cl)C2)CC1 (stereo not given) returned 12-LOX inh 5%.
For COc1ccccc1-c1nc2ccccc2n(CC(C)C)c1=O the results were 12-LOX inh inconclusive.
COc1ccc(NC(=O)CSC2=NC3(CCCCC3)Nc3ccccc32)cc1Cl was read as 12-LOX inh inconclusive.
`COc1cc(/C=C/c2ccc3cccc([N+](=O)[O-])c3n2)ccc1O` gave 12-LOX inh inconclusive.
Screening COc1cccc(NC(=O)C(C)Sc2nncn2-c2ccccc2)c1 (stereo not given) returned 12-LOX inh 7%.
Screening COc1ccc(C(=O)N/C(=C\c2ccc(-c3cccc(C(F)(F)F)c3)o2)C(=O)NC(C)C)cc1 returned 12-LOX inh inconclusive.
For CCCCc1ccc(NC(=O)C23CC4CC(CC(C4)C2)C3)cc1 the results were 12-LOX inh inconclusive.
COCCOC1CCN(C(=O)Cc2c(C)noc2C)CC1 was read as 12-LOX inh 46%[activator].
`SC1CCCC1` gave 12-LOX inh 1%[176 µM].
`COc1ccc(-c2nc(N3CCOCC3)cc3c2CN(Cc2ccccc2)C3=O)cc1` gave 12-LOX inh 9%[176 µM].
For CC(C)Oc1ccc2c(-c3ccccc3)cc(=O)oc2c1 the results were 12-LOX inh inconclusive.
Screening COCCCNc1oc(-c2ccc(S(=O)(=O)N3CCCC3)cc2)nc1C#N returned 12-LOX inh 3%.
For CCc1ccc(-c2noc(CN3CCCC3c3cc(OC)ccc3OC)n2)cc1 (stereo not given) the results were 12-LOX inh 14%.
Screening O=c1n(CC2CC2)nc2n1CCN(S(=O)(=O)c1cccs1)C2 returned 12-LOX inh -13%.
Screening CCN1Cc2nnn(Cc3ccccc3)c2-c2cc(N3CCCC3)ccc2S1(=O)=O returned 12-LOX inh 25%.
Screening CCOC(=O)C(NC(=O)c1ccccc1)c1c(C)nn(-c2cccc(C(F)(F)F)c2)c1C (stereo not given) returned 12-LOX inh 1%.
CS(=O)(=O)NC[C@H]1OC[C@@H](NCc2cccnc2)[C@@H]1O was read as 12-LOX inh 4%[176 µM].
For CN1C(=O)[C@@H]2C[C@@H](CN2C(=O)Nc2ccccc2)Oc2ccccc21 the results were 12-LOX inh 44%[activator][176 µM].
Screening COc1ccc(CN2CCCC3(CNc4ccccc4[S+](=O)([O-])N3)C2)cc1 (stereo not given) returned 12-LOX inh -11%.
For O=C(NCCc1ccncc1)c1ccc2c(c1)N(S(=O)(=O)c1ccccc1F)CC2 the results were 12-LOX inh 63%[activator].
COc1cc(-c2ccc(C)s2)cc2c1OCCNC2 was read as 12-LOX inh 8%.
Screening Cc1ccc(S(=O)(=O)N2CC3(O)CN(C(=O)OC(C)C)N(C(=O)OC(C)C)CC3(OC(=O)NCc3ccco3)C2)cc1 (stereo not given) returned 12-LOX inh -13%.
CC(NC(=O)c1cc(F)ccc1F)c1nnc2n1CCN(Cc1cccs1)CC2 (stereo not given) was read as 12-LOX inh -1%.
`CC(C)(C)n1nnnc1C(c1cc2ccccc2o1)N1CCCCC1` (stereo not given) gave 12-LOX inh -8%.

Next section, overlapping the part above by 3 compounds.
Screening Cc1ccc(S(=O)(=O)N2CC3(O)CN(C(=O)OC(C)C)N(C(=O)OC(C)C)CC3(OC(=O)NCc3ccco3)C2)cc1 (stereo not given) returned 12-LOX inh -13%.
CC(NC(=O)c1cc(F)ccc1F)c1nnc2n1CCN(Cc1cccs1)CC2 (stereo not given) was read as 12-LOX inh -1%.
`CC(C)(C)n1nnnc1C(c1cc2ccccc2o1)N1CCCCC1` (stereo not given) gave 12-LOX inh -8%.
O=C(c1ccccc1F)N1CCCC2(CN[S+](=O)([O-])c3ccccc3N2)C1 (stereo not given) was read as 12-LOX inh 75%[activator].
COc1ccc(C(=O)N2CCN3C(=O)N(C4CCOCC4)C[C@H]3C2)cc1 was read as 12-LOX inh inconclusive.
Screening CCOc1ccc2c(n1)CCN(C(=O)c1ccccc1OC)C2 returned 12-LOX inh 33%[activator].
Cc1ccsc1C(=O)N1CCCN(C)c2ccccc21 was read as 12-LOX inh -11%.
`CCC(C(=O)Nc1ccc2c(c1)OCCO2)n1nc(-c2cc(C)ccc2C)ccc1=O` (stereo not given) gave 12-LOX inh 22%.
Screening CCOC(=O)N1CCN(C(=O)CN(c2cc(Cl)cc(Cl)c2)S(C)(=O)=O)CC1 returned 12-LOX inh inconclusive.
COc1cccc(CC(=O)NCCn2ccn3nc(-c4cccc(OC)c4)cc3c2=O)c1 was read as 12-LOX inh -3%.
Screening COc1ccc(-n2c(CN)n[nH]c2=O)cc1OC returned 12-LOX inh 46%[activator].
Screening CCc1nc2c(OCC(=O)C(C)(C)C)cccn2c1N(C)C(=O)Nc1ccccc1OC returned 12-LOX inh 9%.
`CSC(C)C(=O)N1CCC2(CCC(=O)N(CCc3ccccc3)C2)CC1` (stereo not given) gave 12-LOX inh 13%.
For CCOC(=O)[C@]12CCC=C1N(CCC1=CCCCC1)C(=O)[C@H](CC(=O)N1CCCC1)C2 the results were 12-LOX inh 1%.
`CCN(CC)c1ncccc1CNC(=O)COC` gave 12-LOX inh 10%.
`Cc1ccc2nc(-c3ccc(C)s3)cc(C(=O)NCc3ccccn3)c2c1` gave 12-LOX inh inconclusive.
`O=C(c1ccc(CC2CCN(C(=O)c3ccccn3)CC2)cc1)N1CCOCC1` gave 12-LOX inh -3%.
`O=C(O)CCC(=O)N1CCC2(Cc3ccccc3N(C(=O)c3ccc(Cl)cc3)C2)C1` (stereo not given) gave 12-LOX inh inconclusive.
Screening COc1ccc(C(=O)NC(=O)CSc2ccccc2Cl)cc1 returned 12-LOX inh 45%[activator].
`CC(=O)c1c(C)[nH]c(-c2csc(-c3cccc(F)c3)n2)c1C` gave 12-LOX inh -65%.
CN1C[C@@H](NC(=O)NC2CCCCC2)C[C@H]1c1nc(-c2cnccn2)no1 was read as 12-LOX inh 27%[176 µM].
COc1ccc(C2CC(=O)C(c3cccc(F)c3)=CN2Cc2ccccc2)cc1 (stereo not given) was read as 12-LOX inh -5%.
For CC(C)C[C@@H]1N[C@H](C(=O)NCc2cccnc2)Cc2c[nH]c3cccc1c23 the results were 12-LOX inh 50%[activator][176 µM].
`O=C(Nc1ccccc1F)c1cc(CN2CCOCC2)on1` gave 12-LOX inh 8%.
Cc1ccc2c(C)c(CCC(=O)Nc3ccc(C)c(F)c3)c(=O)oc2c1 was read as 12-LOX inh 6%.
CSc1nsc(SC)c1-c1ccc(Cl)cc1 was read as 12-LOX inh 19%.
`C=CCN(C)C(=O)C[C@@H]1c2nc(NC(=O)c3c(F)cccc3F)sc2C[C@@H]2[C@](C)(CO)[C@H](O)CC[C@]21C` gave 12-LOX inh 37%[activator].
`O=C(Nc1cccc(C(F)(F)F)c1)C1Cc2c(-c3cccc(F)c3)ccnc2O1` (stereo not given) gave 12-LOX inh inconclusive.
Screening O=S1(=O)CC(N2CCCC2)CN1Cc1ccc(F)cc1 (stereo not given) returned 12-LOX inh inconclusive.
Screening CC(C)NC(NC(=O)c1ccccc1)C(Cl)(Cl)Cl (stereo not given) returned 12-LOX inh 21%.
N#Cc1ccc(CN2CCC(c3ccnn3CCO)CC2)cc1 was read as 12-LOX inh -4%.
Screening Cc1ccc(-c2cc(C(=O)Oc3ccc(Br)cc3)no2)cc1 returned 12-LOX inh -30%.
For CCOc1ccc(-c2cc(C(=O)Nc3cc(OC)c(OC)c(OC)c3)[nH]n2)c(C)c1 the results were 12-LOX inh inconclusive.
COc1ccc2[nH]c3c(c2c1)CCNC31CCN(C(=O)COc2ccc(F)cc2)CC1 was read as 12-LOX inh -5%.
For COc1ccccc1CNc1nc(NCCNC(C)=O)c2sccc2n1 the results were 12-LOX inh -3%.
For CCCc1c(C)nc2ncnn2c1Nc1ccc(C)cc1 the results were 12-LOX inh -1%.
`Cc1nc(-c2cccc(N3CC(C(=O)NCc4ccccc4C)CC3=O)c2)no1` (stereo not given) gave 12-LOX inh 29%.
COc1cccc2c1OCC(CNC(=O)c1ccccc1N1CCCC1)C2 (stereo not given) was read as 12-LOX inh 27%.
For Cc1ccc(F)c(C(=O)N2CC3ON=C(c4c(F)cccc4Cl)C3C2)c1F (stereo not given) the results were 12-LOX inh 29%.
`CSc1ccc(CN2CCC2(C)C(=O)Nc2ccc(C)c(O)c2)cc1` (stereo not given) gave 12-LOX inh 4%.
For O=C(c1ccccc1)N(Cc1ccc2cc[nH]c2c1)C1CC1 the results were 12-LOX inh -1%.
